Screening data as filed in PubChem BioAssay.
FAS TE block: blocks the thioesterase domain of human fatty acid synthase; P49327; recombinant FAS-TE, OMFH fluorogenic substrate, fluorescence endpoint; inhibition, % at 15 µM; hit rate 0.67% among 360,000;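 active = compounds whose normalised, plate-corrected inhibition of enzyme fluorescence in the single-dose primary screen is 50% or more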;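 note: 0% = DMSO with enzyme and 100% = substrate without enzyme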
Target sequence (P49327 whole entry, looked up, the tested form may be a part): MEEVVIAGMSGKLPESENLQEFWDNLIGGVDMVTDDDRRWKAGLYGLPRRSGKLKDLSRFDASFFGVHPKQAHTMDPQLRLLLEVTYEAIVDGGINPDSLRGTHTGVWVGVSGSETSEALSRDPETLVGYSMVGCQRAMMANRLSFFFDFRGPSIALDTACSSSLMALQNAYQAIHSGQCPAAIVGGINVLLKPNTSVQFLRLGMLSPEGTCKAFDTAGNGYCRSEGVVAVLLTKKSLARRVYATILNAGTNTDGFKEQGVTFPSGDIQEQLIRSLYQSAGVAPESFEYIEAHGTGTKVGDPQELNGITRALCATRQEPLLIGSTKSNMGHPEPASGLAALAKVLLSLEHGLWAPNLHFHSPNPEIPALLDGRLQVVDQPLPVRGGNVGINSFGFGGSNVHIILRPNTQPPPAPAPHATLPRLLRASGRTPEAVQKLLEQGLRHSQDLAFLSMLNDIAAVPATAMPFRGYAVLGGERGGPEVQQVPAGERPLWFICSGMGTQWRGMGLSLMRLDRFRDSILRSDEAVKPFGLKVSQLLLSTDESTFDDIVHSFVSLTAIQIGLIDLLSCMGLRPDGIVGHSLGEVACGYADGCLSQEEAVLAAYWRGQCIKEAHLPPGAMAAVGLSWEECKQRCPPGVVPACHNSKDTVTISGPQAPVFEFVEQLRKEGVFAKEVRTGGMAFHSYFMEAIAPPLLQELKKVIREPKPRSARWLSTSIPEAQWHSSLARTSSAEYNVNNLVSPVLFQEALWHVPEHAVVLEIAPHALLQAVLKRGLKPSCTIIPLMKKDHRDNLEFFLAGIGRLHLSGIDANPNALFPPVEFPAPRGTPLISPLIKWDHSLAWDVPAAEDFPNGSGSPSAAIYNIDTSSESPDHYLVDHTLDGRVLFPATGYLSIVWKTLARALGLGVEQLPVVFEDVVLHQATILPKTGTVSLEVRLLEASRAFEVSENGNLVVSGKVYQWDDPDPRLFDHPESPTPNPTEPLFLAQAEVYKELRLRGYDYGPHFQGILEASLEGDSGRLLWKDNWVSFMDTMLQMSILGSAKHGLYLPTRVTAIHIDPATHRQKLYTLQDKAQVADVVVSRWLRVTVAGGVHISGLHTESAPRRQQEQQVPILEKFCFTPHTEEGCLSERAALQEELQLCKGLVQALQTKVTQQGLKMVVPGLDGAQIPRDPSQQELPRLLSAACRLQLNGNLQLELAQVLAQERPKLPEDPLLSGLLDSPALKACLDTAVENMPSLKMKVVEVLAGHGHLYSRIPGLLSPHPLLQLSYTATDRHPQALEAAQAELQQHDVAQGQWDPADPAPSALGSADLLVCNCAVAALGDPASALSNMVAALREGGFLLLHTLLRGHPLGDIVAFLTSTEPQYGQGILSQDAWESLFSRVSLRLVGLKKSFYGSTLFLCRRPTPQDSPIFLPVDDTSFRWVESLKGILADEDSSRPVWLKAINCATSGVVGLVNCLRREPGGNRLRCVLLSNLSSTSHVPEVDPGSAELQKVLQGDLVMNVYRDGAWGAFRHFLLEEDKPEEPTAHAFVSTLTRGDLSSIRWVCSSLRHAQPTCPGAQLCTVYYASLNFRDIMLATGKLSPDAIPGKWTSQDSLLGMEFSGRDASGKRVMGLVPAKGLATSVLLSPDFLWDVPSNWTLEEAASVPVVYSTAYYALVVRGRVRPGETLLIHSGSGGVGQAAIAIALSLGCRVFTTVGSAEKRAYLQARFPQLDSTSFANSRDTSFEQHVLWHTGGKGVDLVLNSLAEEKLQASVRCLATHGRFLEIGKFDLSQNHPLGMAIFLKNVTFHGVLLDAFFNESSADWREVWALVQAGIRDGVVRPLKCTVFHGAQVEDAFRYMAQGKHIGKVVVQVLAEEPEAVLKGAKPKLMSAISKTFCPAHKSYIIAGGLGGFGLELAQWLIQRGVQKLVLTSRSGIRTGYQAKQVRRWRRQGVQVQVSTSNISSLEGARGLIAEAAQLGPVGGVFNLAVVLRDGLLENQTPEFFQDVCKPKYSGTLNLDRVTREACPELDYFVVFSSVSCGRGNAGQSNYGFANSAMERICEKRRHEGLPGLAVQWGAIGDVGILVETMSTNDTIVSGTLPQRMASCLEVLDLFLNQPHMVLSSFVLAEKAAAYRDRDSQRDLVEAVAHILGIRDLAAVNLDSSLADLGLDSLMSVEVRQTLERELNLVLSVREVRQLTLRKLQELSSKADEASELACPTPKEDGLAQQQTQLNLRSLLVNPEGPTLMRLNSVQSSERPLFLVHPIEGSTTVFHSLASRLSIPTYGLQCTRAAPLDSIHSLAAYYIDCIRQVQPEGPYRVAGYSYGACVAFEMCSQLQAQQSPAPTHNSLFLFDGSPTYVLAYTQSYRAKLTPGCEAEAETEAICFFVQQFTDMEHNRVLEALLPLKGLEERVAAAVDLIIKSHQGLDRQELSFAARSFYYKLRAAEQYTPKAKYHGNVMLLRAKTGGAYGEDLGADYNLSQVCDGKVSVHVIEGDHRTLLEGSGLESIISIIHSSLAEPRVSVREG
Neddyl block: blocks human cullin neddylation; TR-FRET cullin neddylation, biochemical; P61081+Q13564; calls only at 25 µM; AID 651699; hit rate 0.58% among 360,000; in the data active = inhibition above about 36%
SKN-1 block: blocks SKN-1 activity in C. elegans | C. elegans VP596 Pgst-4::GFP/RFP ratio, acrylamide-induced, 24 h | hit rate 0.49% among 360,000 | AID 624304 | inhibition, % at 21.8 µM;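 active = interference check ratio from 0.5 to 1.5 plus GFP to RFP signal ratio inhibition reaching or exceeding a fixed threshold, cut at about 30% in these data, passing the limit was not always enough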; note: some compounds called inactive have numbers as strong as hits
NRP1-CendR mod: alters CendR peptide binding to human NRP-1 | hit rate 0.85% among 360,000 | inhibition, % at 25 µM | FAM-RPARPAR peptide binding to NRP-1, fluorescence polarization | O14786;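 active = inhibition or corrected inhibition above about 18%, plus a signal ratio from 0.5 to 1.5, limit read from the data, passing the limit was not always enough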; note: strong numbers were not always called active
MT1-MMP act inh: blocks activation of human MT1-MMP; HT1080 RFP-PRO-GFP cells, GFP/RFP ratio fluorescence, overnight; percent of plate control window, DMSO zero; GFP/RFP ratio change, % at 20 µM; hit rate 0.061% among 360,000; AID 651647;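 active = GFP/RFP ratio change of at least 30% with cell ATP level not reduced by more than half and red fluorescence within 50% of control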; note: strong numbers were not always called active
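Assay system: HT1080 RFP-PRO-GFP cells | Dosing: 20 µM single dose, 1% DMSO | Incubation: Cells overnight before dosing, compound overnight, 37 °C, 5% CO2 | Evaluation: GFP/RFP fluorescence ratio | Control set: DMSO-only wells and HT1080 RFP-L50D-GFP cell wells as references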
bovine MsrA act: activates bovine MsrA enzyme; activation, % at 10.6 µM; hit rate 0.3% among 360,000; purified bovine MsrA, absorbance read-out; in the data active = activation above about 7.5%;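 note: 0% = vehicle and 100% = reference activator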
Rin1 Abl inh: human Rin1-Abl interaction inhibition | TR-FRET Rin1/Abl binding, biochemical | inhibition, % at 7.35 µM | hit rate 0.4% among 360,000 | AID 588664; in the data active = inhibition above about 5%, passing the limit was not always enough
PABP1 MLLE inh: inhibitors of microRNA-mediated deadenylation, human PABP1 MLLE binding. P11940. GST-MLLE / FITC-PAM2 fluorescence polarization. inhibition, % at 20 µM. hit rate 0.36% among 360,000. AID 588489; in the data active = inhibition above about 35%, passing the limit was not always enough;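 note: plate controls were DMSO wells with GST-MLLE for no effect and wells lacking GST-MLLE protein for full effect; some results filed as inactive read as strong as hits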
eLon inh: inhibits E. coli Lon protease; P0A9M0; purified E. coli Lon protease, fluorescence polarization; inhibition, % at 7.94 µM; hit rate 0.42% among 360,000; in the data active = inhibition above about 13%, passing the limit was not always enough;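 note: 0% = enzyme with probe and DMSO and 100% = no enzyme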
Active calls of the source: *; i = inactive; nt = not tested or not shown; + = active, no number.

SMILES	FAS TE block	Neddyl block	SKN-1 block	NRP1-CendR mod	MT1-MMP act inh	bovine MsrA act	Rin1 Abl inh	PABP1 MLLE inh	eLon inh
Cn1c(C(=O)N2CCC(C(N)=O)CC2)cc2cc(Cl)ccc21	3.3	i	-3.5	-14.3	-3.7	-12.0	0.3	-0.5	-3.7
COc1ccc(Br)cc1C1N2CC3(C)CN1CC(C)(C2)C3=O (centres undefined)	-5.5	i	25.4	11.2	0.0	-2.3	-1.1	-0.6	6.6
CCCCN(C(=O)c1cc2c(s1)CCC2)c1c(N)n(CC(C)C)c(=O)[nH]c1=O	-1.4	i	-9.1	-16.5	-1.3	-2.3	0.7	11.1	-6.4
COc1ccccc1C(C)NC(=O)CCOc1cccc(C)c1 (centres undefined)	4.2	i	-5.7	4.9	3.5	-6.3	6.9	10.0	-1.1
CCOC(=O)c1c(C)[nH]c(C(=O)CN2CC(C)OC(C)C2)c1C (centres undefined)	-7.2	i	2.6	-0.1	-3.0	-8.9	1.9	0.1	-4.5
c1ccc(-c2cnnc(N3CCCCC3)n2)cc1	0.9	i	3.4	1.4	-1.8	1.2	1.2	-10.1	-3.9
Cc1cc(NC(=O)CSc2nc(C(C)C)nc3sc4c(c23)CCCC4)no1	-3.8	i	6.1	-18.4	-2.9	-1.7	2.9	3.9	-6.2
CCC(=O)N1CCc2cc(S(=O)(=O)NCCCN(CC)Cc3ccccc3)ccc21	0.8	i	-2.6	15.3	0.3	0.3	-0.4	-3.8	-4.0
O=C(CN1C(=O)S/C(=C/c2cc(Br)cs2)C1=O)N1CCOCC1	-7.5	i	-2.1	-9.9	5.9	-5.2	-0.2	8.2	5.3
COc1cc(NC(=O)CN2CCCCCC2)cc(OC)c1	-4.9	i	-4.0	2.7	0.1	-1.4	1.2	1.1	10.6
CC(C)CC(c1nnnn1C(C)C)N1CCN(c2ccccc2)CC1 (centres undefined)	-0.2	i	6.2	6.1	6.2	0.6	1.0	-2.4	-4.9
CCOC(=O)C1CCN(C(=O)CN2C(=O)c3cccnc3Oc3ccccc32)CC1	-0.7	i	-0.2	0.2	0.4	-4.3	2.1	-20.8	-2.7
O=NC1=C(c2c(O)[nH]c3ccccc23)CCCC1	-8.1	i	-1.7	-1.6	1.6	-3.1	0.4	3.8	-4.5
COc1ccc[nH]c1=O	-2.8	i	8.4	-2.3	-0.8	-1.8	-2.3	8.3	-4.2
Cn1c(=O)[nH]c(=O)c2c1nc(NCCCO)n2CCOc1ccccc1	-4.0	i	3.0	-6.7	0.0	-1.5	-0.9	-3.2	2.7
CCOc1cc(N2CCOCC2)c(OCC)cc1NC(=O)COC(=O)c1ccc(Cl)cc1N	2.9	i	-6.2	4.2	2.1	-5.4	1.5	2.4	10.0
O=C(O)c1ccc(Cl)c(S(=O)(=O)N2CCCCCC2)c1	-7.9	i	-3.6	-1.7	6.9	-3.0	-0.2	5.6	-5.4
CCCCN=C1C([N+](=O)[O-])=CC=C2C1=NC1(CCCCC1)N2O	-5.3	i	0.8	19.5	7.0	-5.3	2.0	9.5	-2.8
O=C(Nc1cccc(Cl)c1)Nc1nnc(CC2=CCCCC2)s1	1.2	i	5.2	12.3	-12.3	-3.7	0.8	-78.0	-5.4
O=c1[nH]c2ccc(S(=O)(=O)Nc3ccc(Br)cc3)cc2[nH]1	-4.0	i	10.3	6.9	4.0	-0.1	-3.2	19.8	-3.1
COc1cc2sc(-c3ccc(S(C)(=O)=O)cc3)c(C#CCO)c2cc1OC	0.8	+	-6.3	10.9	-3.4	-14.7	3.3	-8.6	-9.1
CCc1nc2ccc(C(=O)NCc3cccs3)cn2c1N(CC)CCOC	-6.2	i	0.0	-8.1	-1.2	-1.2	3.4	-10.8	3.8
C=CCC[C@@H](Cc1ccc(F)cc1)C(=O)OC[C@@H](Cc1c[nH]c2ccccc12)NC(=O)[C@@H](CC=C)CC(=O)N[C@H](CO)Cc1ccccc1	15.3	i	8.1	5.9	8.8	2.8	2.7	-51.9	-0.8
CCC1CN(C(=O)NCc2ccc(F)cc2)c2cc(C)ccc2O1 (centres undefined)	5.8	i	23.8	0.5	0.2	-0.6	1.8	-12.4	-1.5
CN(Cc1ccc(F)cc1)C(=O)CCc1nnc(-c2ccccc2)o1	1.0	i	3.7	-10.2	-1.8	2.5	-2.1	4.8	-1.5

Printed as active in Neddyl block, among the entries above:
mol | Neddyl block | SKN-1 block | NRP1-CendR mod | MT1-MMP act inh | bovine MsrA act | Rin1 Abl inh | PABP1 MLLE inh | eLon inh
COc1cc2sc(-c3ccc(S(C)(=O)=O)cc3)c(C#CCO)c2cc1OC | + | -6.3 | 10.9 | -3.4 | -14.7 | 3.3 | -8.6 | -9.1

Continuation:
SMILES	FAS TE block	Neddyl block	SKN-1 block	NRP1-CendR mod	MT1-MMP act inh	bovine MsrA act	Rin1 Abl inh	PABP1 MLLE inh	eLon inh
Clc1cccc(CNCC2CCCO2)c1Cl (centres undefined)	-4.5	i	4.1	-6.6	-0.3	-3.4	0.4	6.8	-7.1
CC(C)NC(=O)N(C)C[C@H]1Oc2ccc(NC(=O)Cc3ccccc3)cc2C(=O)N([C@H](C)CO)C[C@@H]1C	-4.3	i	3.4	-0.5	3.6	-0.8	1.2	-1.8	7.0
O=C(c1ccc(COc2c(F)c(F)cc(F)c2F)o1)N1CCN(c2ccc(Cl)cc2)CC1	30.4	i	16.0	-9.1	-10.1	-2.6	1.9	-2.9	-2.6
CCn1c(CCNC(=O)c2ccc(OC)cc2)nnc1SCc1ccc(Cl)cc1Cl	0.8	i	2.5	-3.8	-0.4	-2.2	-0.5	-0.9	4.2
C[C@H](NC(=O)[C@@H]1Cc2ccccc2CN1C(=O)OC(C)(C)C)C(=O)NC1CCCCC1	-3.7	i	8.1	-1.3	-2.0	-0.5	2.0	11.5	-6.9
O=C(NCc1ccccc1F)C1CCCN(C(=O)Nc2ccccc2)C1 (centres undefined)	-4.3	i	-0.1	10.3	1.2	-0.4	0.1	2.8	1.6
CC(C)c1ccc(CN2CCN(C(=O)CSc3nnnn3C3CC3)CC2)cc1	-20.5	i	7.2	2.0	8.3	-2.8	3.1	-12.2	-9.4
CN(C(=O)c1cccc(NC(=O)Cc2ccc(NC(=O)C3CCN(S(=O)(=O)c4cccc([N+](=O)[O-])c4)CC3)cc2)c1)C1CCCCC1	52.2*	i	7.4	5.4	-1.7	1.2	-1.2	8.8	-10.3
Cc1csc(=O)n1CCC(=O)OCc1nnc(-c2ccccc2)o1	-2.1	i	14.9	-4.2	-0.6	-2.5	4.7	-7.1	-4.3
O=C1CC(Nc2ccc(N3CCOCC3)cc2)C(=O)N1c1ccccc1 (centres undefined)	-5.8	i	4.1	10.7	10.7	-9.0	-0.2	6.8	-11.5
Cc1c(/C=N/NC(=O)c2cccnc2)c2ccccc2n1Cc1ccccc1	-4.7	i	14.5	-15.6	-1.0	-1.9	0.5	-15.2	-9.2
O=C(CC(c1ccccc1)c1ccccc1)Nc1ncn[nH]1	-14.7	i	5.5	3.2	0.9	-7.2	4.4	-1.9	-3.7
CCCCN(C)C(=O)Cn1nc(-c2ccc(Cl)cc2)ccc1=O	3.8	i	5.8	4.1	-0.3	-2.6	-1.5	3.6	6.2
CC(=O)c1cccc(NC(=O)NCCc2c[nH]c3ccccc23)c1	2.7	i	-11.9	0.8	1.8	-2.0	-5.8	-1.0	4.0
Cn1nc(C(C)(C)C)cc1NC(=O)C1(C)CCN1C(=O)C1(c2ccccc2)CC1 (centres undefined)	-6.0	i	8.5	-0.7	1.6	2.4	-4.8	7.7	11.3
CCc1cc2c(=O)[nH]c(-c3ccncc3)nc2s1	-6.9	+	-1.3	-9.1	-3.1	-4.2	-3.8	2.4	-3.9
O=C(NCCS(=O)(=O)N1CCN(c2ccccc2F)CC1)c1cc(=O)c2ccccc2o1	27.6	i	8.5	-0.8	1.4	0.9	0.2	-1.1	3.3
C=C[C@@H](c1ccccc1)[C@](C)(O)C(=O)O	nt	i	11.2	-2.7	5.2	nt	nt	nt	nt
CCS(=O)(=O)N1CCC(C(=O)Nc2ccc3c(c2)CCC3)CC1	-2.8	i	10.5	-5.8	-0.5	-2.1	4.9	3.4	6.8
COc1ccc(C)cc1N(CC(=O)Nc1ccc(S(=O)(=O)N2CCCC2)cc1)S(C)(=O)=O	2.3	i	11.2	-4.2	-2.8	-4.8	3.1	20.1	8.1
CN(C)S(=O)(=O)c1cccc(NC(=O)c2cccc(N3C(=O)CCC3=O)c2)c1	-7.3	i	0.4	-7.3	-0.5	-3.3	5.4	-10.9	-2.3
COc1ccc(OC)c(S(=O)(=O)NCCOC23CC4CC(CC(C4)C2)C3)c1	11.0	i	5.1	0.8	4.6	-3.2	-3.6	-4.7	1.1
O=C(CNC(=O)N1CC(=O)Nc2ccccc21)Nc1cccc(F)c1	-1.1	i	11.2	-4.2	0.4	-1.6	1.3	1.6	-4.5
O=C(Nc1ccc(F)cc1F)c1ccc(-n2cccn2)c([N+](=O)[O-])c1	1.1	i	-2.9	-1.1	-3.6	-7.5	3.6	10.9	-4.5
CCOc1ccc(S(=O)(=O)c2c[nH]c3ccccc3c2=O)cc1	-1.5	i	10.1	1.4	2.2	-0.4	0.4	0.4	-7.6
Following part
SMILES	FAS TE block	Neddyl block	SKN-1 block	NRP1-CendR mod	MT1-MMP act inh	bovine MsrA act	Rin1 Abl inh	PABP1 MLLE inh	eLon inh
CC1CCN(C(=O)C(Cc2ccccc2)NS(=O)(=O)c2ccc3c(c2)oc(=O)n3C)CC1 (centres undefined)	3.7	i	2.7	17.4	0.6	-0.8	-0.8	2.3	-0.9
Cc1cccc(NC(=O)COC(=O)c2ccc3c(=O)n4c(nc3c2)CCC4)c1	-1.9	i	7.5	9.3	2.9	-2.6	-0.5	-20.7	-4.7
CS(=O)(=O)N(Cc1ccc(Cl)cc1)c1ccc(C(=O)N/N=C/c2cc3ccccc3nc2Cl)cc1	46.8	i	-0.2	-1.1	-1.0	-2.1	-1.9	-0.4	-9.3
Cc1cc(NC2C3CC4CC(C3)CC2C4)n2ncnc2n1 (centres undefined)	0.1	i	6.4	-7.5	0.1	-1.6	-2.5	-13.5	-13.5
COc1cc(/C=C/C(=O)O)ccc1OS(=O)(=O)c1cc(C)ccc1C	2.1	i	-8.3	4.3	-2.2	-9.1	1.4	9.1	-1.5
CCCCNC(=O)C[C@@H]1C[C@@]2(C(=O)OCC)CCCC=C2N(CCc2ccc(OC)c(OC)c2)C1=O	nt	i	-13.3	3.9	-2.0	nt	nt	nt	nt
COCCNC(=O)C1CCN(S(=O)(=O)c2c(C)noc2/C=C/c2cccs2)CC1	-1.1	i	1.8	6.6	-1.1	-6.1	-1.9	14.3	-1.8
CC(=O)Nc1ccccc1OCc1nnc(-c2ccccc2Cl)o1	-1.0	i	-2.8	-8.5	6.2	-0.5	-0.3	-3.2	3.6
Cc1ccc(SCC(=O)OCc2csc(CC(=O)Nc3ccccc3C)n2)cc1C	0.4	i	-30.1	-21.7	-7.9	-5.0	1.8	-21.2	-8.1
COc1ccc(NCc2ccc(OC)c(Cn3ccnc3)c2)c(OC)c1	-1.1	i	-0.4	-0.7	-1.6	0.1	-2.8	-6.6	-1.3
CN(C)CCNc1nc2c(c(=O)[nH]c(=O)n2C)n1CCOc1ccccc1	-5.3	i	-13.9	0.6	-1.3	-4.8	0.0	-4.5	-3.6
Cc1ccc([N+](=O)[O-])cc1S(=O)(=O)NCC1COc2ccccc2O1 (centres undefined)	66.2*	i	2.0	8.2	-5.2	-1.6	0.7	-0.1	1.9

Ordered by the number under MT1-MMP act inh (lowest first): 3 of the compounds above
| Compound | MT1-MMP act inh |
| --- | --- |
| COc1cc(/C=C/C(=O)O)ccc1OS(=O)(=O)c1cc(C)ccc1C | -2.2 |
| CCCCNC(=O)C[C@@H]1C[C@@]2(C(=O)OCC)CCCC=C2N(CCc2ccc(OC)c(OC)c2)C1=O | -2.0 |
| COCCNC(=O)C1CCN(S(=O)(=O)c2c(C)noc2/C=C/c2cccs2)CC1 | -1.1 |
